Screening results as filed in PubChem BioAssay.
NALP1 yeast inh – NALP1 inflammasome inhibitors in reconstituted yeast, colorimetric, S. cerevisiae, triplicate retest | S. cerevisiae NALP1/ASC/caspase-1 growth, X-gal OD620, 72 h | inhibition, % at 10 µM | actives 0.61% (n = 280,000) | AID 2071, 2009; in the data active means inhibition mostly above about 24%, no sharp cut-off; inactive means mostly below about 32%; further: some compounds called inactive have numbers as strong as hits
p-CIP stab down – p/CIP-EGFP fusion destabilizers, primary screen, fluorescence, F442A cells | decrease of EGFP signal, % at 10 µM | Q05BA5 | 16 h | actives 0.01% (n = 290,000);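 active means EGFP signal decrease of at least 30% at 10 µM or well 3 SD below plate mean, unless failing retest; inactive means the rest, including hits failing retest or dose response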; further: some compounds called inactive have numbers as strong as hits; many of its hits are not listed in these tables
UBC9 SUMO inh – inhibitors of in vitro SUMOylation cascade, primary screen, biochemical, HTRF, uHTS; SUMO-conjugating enzyme UBC9 (Homo sapiens), P63279; HTRF SUMOylation assay, SAE1/SAE2 + UBC9; inhibition, % at 35 µM; actives 0.36% (n = 290,000); in the data active means inhibition above about 50%, passing the limit was not always enough; further: strong numbers were not always called active
Target sequence (P63279 whole entry, looked up): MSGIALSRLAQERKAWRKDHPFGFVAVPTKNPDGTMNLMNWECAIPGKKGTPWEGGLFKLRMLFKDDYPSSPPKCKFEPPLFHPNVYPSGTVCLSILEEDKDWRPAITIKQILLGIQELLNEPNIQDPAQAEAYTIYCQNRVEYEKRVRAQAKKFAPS
MEKK3 PB1 HTS – modulators of MEKK3-MEK5 PB1 binding, primary screen, biochemical, wildtype MEKK3, multiplex bead flow cytometry, Alexa488-MEK5 | Mitogen-activated protein kinase kinase kinase 3 (Homo sapiens), Q99759 | bead-based flow cytometry, Alexa488-MEK5 binding to MEKK3; actives lie on both sides; 0 = blocked by unlabeled MEK5, 100 = vehicle | binding response (% of control), % at 10 µM | actives 1.4% (n = 290,000);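 active means binding response more than 3 SD above or below the average of its plate-row segment, actives on both sides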;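 further: Alexa488 bead fluorescence after subtracting the streptavidin-only scavenger bead signal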
Target sequence (Q99759 whole entry, looked up): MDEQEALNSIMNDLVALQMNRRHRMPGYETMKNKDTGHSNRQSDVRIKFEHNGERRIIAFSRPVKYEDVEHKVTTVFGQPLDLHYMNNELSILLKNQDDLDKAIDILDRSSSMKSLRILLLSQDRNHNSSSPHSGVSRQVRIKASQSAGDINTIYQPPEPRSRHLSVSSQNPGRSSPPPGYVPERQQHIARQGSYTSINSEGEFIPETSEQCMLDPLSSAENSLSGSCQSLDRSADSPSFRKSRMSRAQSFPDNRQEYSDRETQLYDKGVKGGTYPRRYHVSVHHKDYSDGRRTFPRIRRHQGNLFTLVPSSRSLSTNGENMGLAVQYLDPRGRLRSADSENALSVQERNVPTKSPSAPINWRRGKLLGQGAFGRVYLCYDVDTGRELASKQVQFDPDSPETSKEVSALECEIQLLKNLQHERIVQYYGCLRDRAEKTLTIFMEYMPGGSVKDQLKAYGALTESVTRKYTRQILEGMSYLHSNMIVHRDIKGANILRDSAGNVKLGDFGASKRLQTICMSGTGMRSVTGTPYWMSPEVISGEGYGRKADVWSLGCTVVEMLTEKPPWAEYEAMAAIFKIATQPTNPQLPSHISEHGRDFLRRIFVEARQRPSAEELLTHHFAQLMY
MEKK2 mut-MEK5 – MEK5 binding signal on mutant MEKK2 PB1, primary screen, biochemical, multiplex bead flow cytometry, Alexa488-MEK5. AID 1530, 2009. percent response, % at 10 µM. Alexa488-MEK5 binding to MEKK2 mutant. actives 0.35% (n = 290,000); in the data active means percent response above about 24%, passing the limit was not always enough; further: inactives centre near 1; some results filed as inactive read as strong as hits; reference of the scale not given here
IDE inh – human IDE inhibitors in live cells, primary screen, fluorescence polarization, HEK cells, FAbetaB substrate | Insulin-degrading enzyme (Homo sapiens), P14735 | FAbetaB cleavage | inhibition, % at 5.59 µM | actives 0.41% (n = 320,000);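 active means percent inhibition above the average of all tested compounds plus 3 SD, set per screening campaign, cut at about 16% in these data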;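 further: IDE supplied by intact live HEK cells; FP after avidin binding of uncleaved biotin substrate so inhibition keeps polarization high; 0% = DMSO wells and 100% = 60 µM reference IDE inhibitor Ii1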
M18AAP inhibitor – PfM18AAP inhibitors, malaria aminopeptidase, primary screen, biochemical, QFRET, recombinant enzyme. M18 aspartyl aminopeptidase (Plasmodium falciparum 3D7). H-Glu-NHMec fluorogenic cleavage. inhibition, % at 7.35 µM. actives 1.2% (n = 290,000). AID 1822, 2009;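 active means inhibition above the campaign mean inhibition over all tested compounds plus 3 SD, cut at about 28% in these data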;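 further: 0% = plate median of test compound wells and 100% = 2 mM ZnCl2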
IDE act – human IDE activators in live cells, primary screen, fluorescence polarization, HEK cells, FAbeta-B substrate | Insulin-degrading enzyme (Homo sapiens), P14735 | FAbeta-B cleavage; 0% vehicle, 100% cell-free pure enzyme wells | activation, % at 5.96 µM | actives 0.073% (n = 340,000) | AID 493087, 2011;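 active means activation above the mean of all tested compounds plus 3 SD, set per screening campaign, cut at about 17% in these data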
MEKK2 WT-MEK5 – modulators of MEK5 binding to wildtype MEKK2, primary screen, biochemical, multiplex bead flow cytometry, Alexa488-MEK5. actives 1.1% (n = 290,000). Mitogen-activated protein kinase kinase kinase 2 (Homo sapiens), Q9Y2U5. AID 1531, 2009. binding response (% of control), % at 10 µM. Alexa488-MEK5 binding to MEKK2 WT; actives lie on both sides; in the data active means binding response below about 67% or above about 130%
The depositor's hits bear a star; · = no result given.

SMILES	NALP1 yeast inh	p-CIP stab down	UBC9 SUMO inh	MEKK3 PB1 HTS	MEKK2 mut-MEK5	IDE inh	M18AAP inhibitor	IDE act	MEKK2 WT-MEK5
COc1cc(NC(=O)Cc2ccc(Cl)cc2)ccc1NC(=O)c1ccco1	38*	-19	11	100	-1	3	2	2	96
CCCCC(CC)CNS(=O)(=O)c1ccc2c(c1)CCN2C(=O)CCC(=O)O (stereo not given)	-11	-2	19	97	-5	3	4	0	96
CCOc1cc(N2CCOCC2)c(OCC)cc1NC(=O)CN1C(=O)NC2(CCc3ccccc32)C1=O (stereo not given)	-3	2	4	102	4	4	-1	3	104
Cc1cccc(NC(=O)CSc2nc3c(oc4ccccc43)c(=O)n2-c2ccccc2)c1	32	-8	-9	105	11	2	-9	-2	94
Cc1ccc2[nH]cc(CCNC(=O)C3CCCO3)c2c1 (stereo not given)	-8	8	-4	99	7	-4	4	-2	110
CC[C@@H](NS(=O)(=O)c1ccc(C)cc1)C(=O)Oc1ccc2c3c(c(=O)oc2c1)CCC3	1	-9	32	104	2	-5	-8	2	97
CCCC1S/C(=N/N=C/c2cccs2)NC1=O (stereo not given)	5	8	30	109	17	3	1	4	107
CCCc1nnc(SCC(=O)NC2CCCC2)n1CCOC	27	-7	13	102	5	-4	-12	4	101
Cc1cc(-c2n[nH]c(=S)n2/N=C/c2ccc(Cl)c([N+](=O)[O-])c2)n[nH]1	14	2	-4	155*	0	-2	6	4	109
CC(=O)c1sc(N/N=C\c2ccccc2O)nc1C	3	-129	1	95	-10	31*	25	-37	89
Cc1ccc(S(=O)(=O)NCc2ccccn2)c(C)c1C	25	-11	17	99	-1	0	0	-1	102
Cc1nnc(SCC(=O)N2CC(=O)Nc3ccccc32)n1-c1ccccc1	19	-1	18	109	3	-1	-7	0	109
COC(=O)[C@H](CCSC)NC(=O)Nc1ccc(C)cc1	-15	-3	11	101	7	1	3	5	103
Cc1c(NC(=O)c2cc(C3CC3)on2)c(=O)n(-c2ccccc2)n1C	31	-8	-2	108	7	3	4	1	107
O=C(Cc1n[nH]c(=O)c2ccccc12)N1CCN(c2ccc(F)cc2)CC1	-2	-4	8	98	-2	0	-1	2	93
O=C(COc1ccc(Cl)cc1)NCc1ccncc1	1	-5	17	97	-11	-3	-6	3	87
Cc1cc2oc(=O)cc(CN3CCN(Cc4ccc5c(c4)OCO5)CC3)c2cc1C	-135	-10	11	108	7	9	2	3	98
Cc1oc2c(C)c(O)ccc2c(=O)c1N1C(=O)c2ccccc2C1=O	19	-14	10	109	-1	5	0	5	108
CC(NC(=O)c1ccc2c(c1)OCO2)C(c1cccs1)N1CCOCC1 (stereo not given)	6	3	16	91	4	-4	4	-4	100
COc1ccc(S(=O)(=O)NC2(C(F)(F)F)NC(=O)N(CCc3ccccc3)C2=O)cc1 (stereo not given)	-7	-2	13	96	-2	-5	3	5	94
COc1ccc(Br)cc1/C=N/NC(=O)CN1CCCCC1	26	4	0	95	-12	-1	-15	-3	98
COc1cc2c(C#N)c(N3CCN(c4ccccc4OC)CC3)nc(N)c2c(N)n1	39	-4	96	101	0	-1	6	-6	104
CCN1CCN(c2nc3ccccc3nc2C(C#N)C(=O)OCc2ccccc2)CC1 (stereo not given)	24	-10	26	99	4	2	-5	-2	116
CCC(=O)N1CCc2cc(S(=O)(=O)NCCC(=O)N3CCN(c4ccccc4)CC3)ccc21	15	-9	-1	98	3	11	1	-4	95
CCN(CC(=O)NCc1ccc(F)cc1)Cc1nc2ccccc2c(=O)[nH]1	3	5	5	120	6	3	-3	-2	110
Further results:
SMILES	NALP1 yeast inh	p-CIP stab down	UBC9 SUMO inh	MEKK3 PB1 HTS	MEKK2 mut-MEK5	IDE inh	M18AAP inhibitor	IDE act	MEKK2 WT-MEK5
Fc1ccc(-c2n[nH]c(=S)n2Cc2ccccc2)cc1	-2	2	-19	99	0	4	22	-6	101
Cc1ccc(S(=O)(=O)N/N=C/c2cccn2-c2ccc(Cl)cc2)cc1	6	14	-10	99	-3	2	-9	0	93
O=C(OCC(=O)N1CCOCC1)c1ccc(Br)cc1	-15	-4	2	104	7	2	-4	4	108
CCc1ccccc1N(C(C)=O)c1nc(CCl)cs1	-25	-5	1	92	-4	-7	5	1	98
CN(C)C(=O)c1ccccc1Sc1cc(Cl)ccc1Cl	20	-14	3	106	11	-2	1	1	100
C#CCOCCOCCOCCNc1nc(N2CCN(C(=O)[C@H](CCC(=O)O)n3cc(C(N)CO)nn3)CC2)nc(N2CCN(C(=O)[C@H](CCC(=O)O)n3cc(C(N)[C@H](C)CC)nn3)CC2)n1 (stereo not given in full)	5	5	2	92	-8	5	2	-3	92
Cc1ccc(N=C(NOC(=O)c2ccccc2)c2nonc2N)c(C)c1	6	-14	0	104	0	-1	6	3	98
Cc1[nH]c2ccc(C(=O)N3CCN(c4ccc(F)cc4)CC3)cc2c1C	12	3	-2	102	0	2	5	3	102
O=[N+]([O-])c1cc(/C=N/N2CCN(Cc3ccccc3)CC2)ccc1Cl	6	-4	0	102	1	-1	7	2	103
Cc1ccsc1/C=C(\C#N)C(=O)NCc1cccnc1	32	8	0	104	2	2	1	6	107
COc1cccc(NC(=O)CN2C(=O)C3(OCCCO3)c3ccccc32)c1	6	-1	7	106	3	2	3	4	104
Cc1ccc(C(=O)NC2CCN(S(=O)(=O)c3ccccc3)CC2)cc1	1	-12	11	102	3	-1	-2	0	94
COc1cc(/C=C/C(=O)N2CCN(C(=O)/C=C/c3cc(OC)c(OC)c(OC)c3)CC2)cc(OC)c1OC	7	-4	15	102	6	-6	-10	5	106
CC1(C)N([O-])C(c2cccs2)=C[N+]1=O	-2	-15	22	101	-1	4	1	10	96
CCN1CCn2c3c(c4cccc(C)c42)CCCC31 (stereo not given)	-1	-24	10	110	13	1	4	0	110
O=C(NC12CC3CC(CC(C3)C1)C2)C1CC(=O)N(c2ccc(Br)cc2)C1 (stereo not given)	6	3	-3	104	9	1	5	-2	101
COC(=O)[C@H](CC(C)C)NC(=O)NC1CCCc2ccccc21 (stereo not given in full)	-7	-6	2	96	-2	4	-7	0	98
C/C(CCc1ccc2c(c1)OCO2)=N\NC(=O)c1ccccc1Br	-20	8	3	119	0	4	-18	2	109
Cc1ccc(C(=O)C(c2ccccc2)N2Cc3ccccc3C2=N)cc1 (stereo not given)	14	-4	-12	94	-1	2	-2	0	103
COc1ccc(/C=N/NC(=O)c2cc(C3CC3)[nH]n2)cc1OC	7	-6	9	76	-12	-4	0	5	72
O=C(Cc1c(O)c2ccccc2[nH]c1=O)OC1CCCCC1	15	-4	20	96	6	1	-1	1	99
COc1cccc(C=Nc2ccc3c(c2)CCC3)c1O	0	-23	19	98	0	0	4	-1	98
CCN(CC)c1cc(C)c2cc(NC(=O)c3ccc(Br)o3)ccc2n1	11	0	23	99	6	2	1	7	111
COc1cc2c(cc1NC(=O)Nc1ccc(F)cc1)oc1ccccc12	30	4	-3	107	2	5	-3	1	115
CSc1ccc(Cl)c(C(=O)NCCOc2cc(C)ccc2C(C)C)c1	-8	-8	-38	110	6	0	-4	4	107

Three of the entries above in order of the IDE inh value, low to high.
SMILES	NALP1 yeast inh	p-CIP stab down	UBC9 SUMO inh	MEKK3 PB1 HTS	MEKK2 mut-MEK5	IDE inh	M18AAP inhibitor	IDE act	MEKK2 WT-MEK5
COc1ccc(/C=N/NC(=O)c2cc(C3CC3)[nH]n2)cc1OC	7	-6	9	76	-12	-4	0	5	72
Cc1ccsc1/C=C(\C#N)C(=O)NCc1cccnc1	32	8	0	104	2	2	1	6	107
Fc1ccc(-c2n[nH]c(=S)n2Cc2ccccc2)cc1	-2	2	-19	99	0	4	22	-6	101

The results go on.
SMILES	NALP1 yeast inh	p-CIP stab down	UBC9 SUMO inh	MEKK3 PB1 HTS	MEKK2 mut-MEK5	IDE inh	M18AAP inhibitor	IDE act	MEKK2 WT-MEK5
Cn1c(=O)c2c(nc(NCc3ccco3)n2CC(O)COc2ccccc2)n(C)c1=O (stereo not given)	2	-9	4	·	·	0	6	7	·
NC(=O)C(CC(=O)O)NC(=O)[C@@H]1CCCNc2c(I)cc([N+](=O)[O-])cc2C(=O)N[C@@H](CO)C(=O)N[C@@H](Cc2ccc(O)cc2)C(=O)N1 (stereo not given in full)	25	-6	2	93	4	11	-6	5	99
O=C(CN1CCCCC1)Nc1ccc(Br)cc1[N+](=O)[O-]	15	-14	14	101	-3	4	5	5	102
Cc1ccc(S(=O)(=O)NCCC(=O)NCc2ccc3c(c2)OCO3)cc1C	13	-1	1	110	4	4	-4	-4	112
O=C(O)CNC(=O)CCCn1nnc2ccccc2c1=O	-12	4	-9	99	3	6	0	0	101
O=C(CCSc1ccc(Cl)cc1)Nc1cccnc1	6	-2	10	104	4	1	3	4	104
CN1Cc2c(N3CCOCC3)nc(SCc3ccccc3)c(C#N)c2CC1(C)C	15	-1	30	107	17	5	10	-1	125
Cc1ccc(C)c(NC(=O)c2c(Cl)nc3ccccn23)c1	5	4	1	102	4	3	-1	2	104
CN1C(=O)COc2ccc(C(=O)c3ccccc3C(=O)O)cc21	19	-7	12	90	-3	2	4	1	94
COc1ccc(CNC(=O)c2cccc(N3CCCC3=O)c2)cc1	-13	7	-7	103	1	3	2	1	99
O=C(O)CSC(C(=O)Nc1ccc(Br)cc1)c1ccccc1 (stereo not given)	19	-2	-1	102	-4	3	4	1	97
O=C(CSc1nncn1-c1ccccc1)Nc1ccccc1F	28	-7	-1	99	-6	-8	-1	5	99
CCSc1nc2ccccc2c(=O)n1OCC(=O)OC	1	12	0	100	-4	-7	1	0	94
Cc1cc(C(=O)NCc2cccc(Cl)c2)c2ccccc2n1	9	-9	-3	101	1	-2	1	2	99
CC(C)N1CCC(N2CCN(Cc3cccnc3)CC2CCO)CC1 (stereo not given)	-2	4	7	93	-4	-2	4	5	97
c1ccc2c(c1)nc1n2CCN1CCN1CCCC1	24	11	-9	103	1	4	2	2	104
CCOc1ccccc1C(=O)NCC(=O)OCC(=O)c1ccc2c(c1)OCCO2	19	8	-16	101	4	-4	-2	3	104
O=C(CCc1ccccc1)NNC(=S)NC(=O)c1ccccc1	-1	-4	-56	97	1	-2	28	1	99
c1ccc(-n2nnnc2Oc2ccc(-c3nnco3)cc2)cc1	·	·	·	120	8	1	-9	3	104
c1cc2c(cc1NC1CCCCCC1)OCO2	·	-2	-6	102	4	2	53*	5	104
O=C(COc1ccccc1Br)NC1CC1	8	-3	5	104	7	9	1	-4	102
CCOC(=O)c1cc2sccc2n1Cc1ccc(C#N)cc1	45	-7	-5	105	9	5	2	-1	105
COc1ccc([N+](=O)[O-])cc1NS(=O)(=O)c1ccc(C)cc1	5	-9	9	105	3	1	2	0	98
COC(=O)C1=C(N)OC2=C(C(=O)CC(C)(C)C2)C1c1ccccc1OCC#N (stereo not given)	0	2	3	102	2	0	1	-8	102
Cc1ccc(NC(=O)NC(=O)N(C2CCCCC2)S(=O)(=O)c2ccccc2)cc1	16	-12	3	98	-2	0	-5	-1	95
CC(c1nnc(SCC(=O)NC(=O)NCc2ccco2)n1-c1ccc(Cl)cc1)N(C)C (stereo not given)	26	-6	18	102	3	0	6	2	101

Only part of the results is shown; count on the stated rates, not on these rows.
